Compound activity as filed in PubChem BioAssay.
MCF10A rereplic: DNA re-replication induction in MCF 10a cells; MCF 10A DNA re-replication, Hoechst nuclear intensity, 48 h; AID 624296; 350,000 compounds, 2.9% hits; Potency, µM (titrated, usually from 46.1 µM), inactives show at the top dose activity, positive = re-replication, actives largely listed as activators; note: potency is the fitted concentration of half-maximal effect; % of control where 0% means no effect; nearly all actives have a fitted effect of over 50% in size
TGFb SMAD3 inh: inhibitors of TGF-b signaling | 410,000 compounds, 1.2% hits | HepG2 CAGA-GFP TGF-b/SMAD3 reporter, GFP fluorescence, 18 h; TGF-beta stimulated, 500 pg/mL final | Potency, µM (top dose mostly 46.1 µM), inactives show at the top dose activity, negative = inhibition, hits mostly inhibitors | AID 588855; note: potency is the fitted concentration of half-maximal effect; % is set by controls: 0 for no effect and ±100 for the full control effect; nearly all actives have a fitted effect of over 65% in size
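Per well, imaged GFP fluorescence of HEPG2 CAGA-GFP cells gives the signal; cells get compound, then TGF-beta (500 pg/mL final), 18 h at 37 degrees C; %Activity versus -TGF-beta and +DMSO controls.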
IL1B secr inh: inflammasome signaling inhibition, IL-1 beta readout; THP-1 LPS/ATP IL-1B secretion, AlphaLISA, 16 h; stronger effect = lower value; activity change, % at 57.5 µM; 360,000 compounds, 4.7% hits; AID 743279; in the data active = activity change below about -50%; inconclusive = mostly about -30% to -49%; note: % is set by controls: 0 for no effect and ±100 for the full control effect
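THP-1 cells pretreated 1 hr with compounds (up to 57.5 uM final), then stimulated with LPS (250 ng/mL final) plus ATP (1.25 mM final); secreted IL-1B measured by AlphaLISA after 16 hr, decreased signal indicating inhibition.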
Nrf2 ARE act: Nrf2 pathway activation; Potency, µM (titrated, usually from 46.1 µM), for inactives: at the highest dose activation, actives largely listed as activators; AID 624171; 410,000 compounds, 0.31% hits; AREc32 ARE-luciferase reporter (MCF7-derived line), luminescence, 24 h; note: potency is the fitted concentration of half-maximal effect; % of control where 0% means no effect; nearly all actives have a fitted effect of over 65% in size
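AREc32_Fluc, 1000 cells/well, OPTI-MEM + 5% FBS, o/n 37 deg C 5% CO2; 23 nL cpd by pin tool, 24 hr; Steady-Glo 30 min RT, luminescence.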
S2 tox: cell viability loss in ATXN counter-screen; S2 cells (HEK-293 line with an ATXN2-luciferase reporter) viability, CellTiter-Fluor protease fluorescence, 24 h; Potency, µM (titrated, usually from 56.7 µM), most hits filed as cytotoxic; AID 651635; 400,000 compounds, 0.49% hits; note: potency is the fitted concentration of half-maximal effect; nearly all actives have a fitted effect of over 40% in size
Nrf2 inh: Nrf2 pathway inhibition; Potency, µM (titrated, usually from 46 µM), for the others: at the highest dose activity change, negative = inhibition, actives largely listed as inhibitors; A549 ARE-Fluc reporter, luciferase luminescence, 18-24 h; 360,000 compounds, 2.1% hits; AID 504444; note: potency is the fitted concentration of half-maximal effect; % is set by controls: 0 for no effect and ±100 for the full control effect; nearly all actives have a fitted effect of over 60% in size
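Nrf2 function is reported as luminescence of an ARE-controlled luciferase in A549 cells. Compounds were tested at several concentrations, and a CellTiter-Fluor read on the same wells flagged cytotoxicity.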
HepG2 viability: counter-screen for TGF-b inhibitors: cytotoxicity in HepG2 cells | HepG2 CAGA-GFP viability, ATP luminescence, 18 h | Potency, µM (titrated, usually from 46.1 µM), without a hit: at the highest dose activity change, negative = cytotoxicity, most hits filed as cytotoxic | 410,000 compounds, 0.76% hits | AID 588856; note: potency is the fitted concentration of half-maximal effect; some results filed as inactive show a strong effect at the top dose
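HepG2 CAGA-GFP cells (1000/well, DMEM with 1% FBS) received compound, then TGF-beta at 500 pg/mL final, and were incubated 18 hours at 37 degrees C. Viability was read by CellTiter-Glo luminescence. Media-only wells were set as complete cell-killing and DMSO as no toxicity.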
A549 tox: A549 cytotoxicity, counter-screen for Nrf2 inhibitors. A549 ARE-Fluc cells, CellTiter-Fluor viability, 18-24 h. 390,000 compounds, 0.16% hits. Potency, µM (top dose mostly 46 µM), for inactives: top-dose activity change, negative = cytotoxicity, hits mostly inhibitors; note: potency is the fitted concentration of half-maximal effect; % is set by controls: 0 for no effect and ±100 for the full control effect
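Cytotoxicity counterscreen: CellTiter-Fluor fluorescence was measured in A549 ARE_Fluc cells after 18-24 h of compound exposure in a concentration series. The subsequent BugLite luminescent read reports ARE-luciferase activity.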
ATXN2 expr inh: reduces ATXN2 reporter expression in HEK-293 cells | HEK-293 ATXN2-luciferase reporter, luminescence, 24 h | Potency, µM (series often up to 57 µM), for the others: top-dose activity change, negative = inhibition, hits mostly inhibitors | 360,000 compounds, 0.72% hits | AID 1745845; note: potency is the fitted concentration of half-maximal effect; % is set by controls: 0 for no effect and ±100 for the full control effect; nearly all actives have a fitted effect of over 55% in size
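ATXN2-luciferase reporter cells (luciferase flanked by upstream and downstream ATXN2 gene portions) were treated 24 h at 37 °C with compounds at up to 57 uM. SteadyGlo luminescence gave expression; GF-AFC fluorescence gave viability.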
The depositor's hits bear a star; i = inactive; ? = inconclusive; · = not tested or not shown; & = joins results of further samples; [ ] = another dose, or the depositor's remark. Unless noted, calls come from the whole dose curve; as a rule, active = well fitted curve in the direction sought with a large enough effect; inconclusive = small, poorly fitted or top-dose-only effect, or another doubt; inactive = no such curve, though single readings can be large; an effect the other way counts as inactive or inconclusive.

SMILES | MCF10A rereplic | TGFb SMAD3 inh | IL1B secr inh | Nrf2 ARE act | S2 tox | Nrf2 inh | HepG2 viability | A549 tox | ATXN2 expr inh
CCN(Cc1ccccc1)S(=O)(=O)c1cc(C(=O)NC2CCCCCC2)ccc1OC | ? | -5.5% | -14.7 | 0.0% | i | ? | -22.5% | ? | 1.0%
O=C1c2ccccc2C(O)(Cc2ccccc2)N1CCCN1CCOCC1 (stereo not given) | 13.8% | -13.4% | 0.0 | -0.7% | i | -2.8% | -23.4% | -6.7% | -6.5%
CCCCNC(=O)CCNS(=O)(=O)c1ccc(C)cc1 | -5.6% | 31.3% | 7.8 | -0.2% | i | -2.5% | 3.0% | -1.3% | -8.5%
CC(=O)NC(=S)NNC(=O)c1ccc(Br)cc1 | ? | -12.4% | 25.3 | -0.4% | i | -20.9% | -7.6% | -6.2% | -26.9%
O=C(O)CC(NS(=O)(=O)c1c(F)cc(F)cc1Br)c1ccccc1Cl (stereo not given) | ? | 12.7% | 1.7 | -0.5% | i | 5.3% | -1.3% | -12.3% | 7.2%
CC(=O)Nc1ccc(NC(=O)c2ccccc2N(C)S(=O)(=O)c2ccccc2)cc1 | ? | 4.2% | 16.9 | -0.7% | i | 0.9% | 4.9% | 2.6% | -5.1%
CCOC(=O)c1cc2c(=O)n3ccccc3nc2n(Cc2ccco2)c1=NC(=O)c1ccc(C)c(C)c1 | · | 13.2% | · | 4.2% | · | 2.7%[9.27 µM] | 3.2% | 9.2% | -0.8%
CCOC(=O)Cn1c(=O)c2c(nc3n2CCCN3CCc2ccccc2)n(C)c1=O | 10.1% | 12.3% | 5.7 | 0.4% | i | -12.5% | 4.4% | -1.1% | -10.8%
CN(C)c1ccc(C(=O)Nc2ccc(O)c3c(=O)cc(-c4ccccc4Cl)oc23)cc1 | 4.0% | -0.2%&-4.2% | 17.6 | 0.6% | i | -13.9%&-8.5% | -0.1%&-19.0% | -6.8%&-6.0% | 39.8%[activator]
OCCC1CN(Cc2ccc(-n3cccn3)cc2)CCN1Cc1ccccc1 (stereo not given) | ? | -2.4% | -1.0 | 0.5% | i | -5.2% | -11.4% | -6.4% | -3.8%
NC(=O)C12CCCC(Br)(CCC1)C2 | -1.2% | 5.1% | -62.5* | 2.5% | i | -27.5% | 2.0% | 3.3% | -5.3%
CNC(=O)Nc1cc(C(C)(C)C)no1 | 3.9% | -5.3% | -3.7 | 0.2% | i | 11.0% | -25.2% | -1.5% | 2.4%
Cc1ccc(C(=O)OCC(=O)Nc2cc(S(=O)(=O)N3CCOCC3)ccc2C)cc1 | 1.7% | -6.0% | -3.4 | -0.2% | ? | -5.1% | -2.6% | -1.0% | 1.3%
Cc1ccc(C(=O)NCCCn2ccnc2)cc1[N+](=O)[O-] | 1.5% | 5.5% | 12.8 | -0.2% | i | ? | -39.2% | -11.5% | ?
CCC(C)c1ccc(S(=O)(=O)N2CCN(C(=O)COc3ccc4c(C)cc(=O)oc4c3)CC2)cc1 (stereo not given) | 2.2% | -15.8% | -13.4 | -0.3% | i | -12.9% | -4.3% | -9.7% | 6.3%
Cc1[nH]n(-c2ccc([N+](=O)[O-])cc2)c(=O)c1C=NCCc1c[nH]c2ccccc12 | 0.2% | 10.7% | 8.4 | 3.6% | i | -9.2% | -39.8% | -5.4% | -15.1%
CCn1c(C(=O)Nc2ccccc2C(=O)OC)cc2sc(Cl)cc21 | · | -5.2% | · | 5.4% | i | 5.0% | 2.6% | -7.5% | -0.3%
O=C(CN1CCCCC1)c1c[nH]c2ccccc12 | 1.0% | 1.1% | 9.6 | 2.3% | i | 2.5% | -2.4% | -4.4% | 0.3%
COc1ccc(NC(=O)Nc2cccc(-c3cn4cccnc4n3)c2)cc1 | · | -4.6% | · | 0.4% | ? | 18.2% | -7.1% | -5.5% | 32.9%
CCONC(=O)Nc1ccccc1[N+](=O)[O-] | 1.7% | 28.3% | -5.6 | -0.3% | i | -24.1% | 7.7% | 8.5% | 2.2%
COc1cccc(CNC(=O)Cc2c(C)c3c(cc(C)c4c(C)c(C)oc43)oc2=O)c1 | · | 15.3% | · | 0.6% | · | 4.1% | -0.3% | 9.6% | ·
NS(=O)(=O)c1ccc(CCNc2nc3c(-c4cccc(F)c4)nnn3c3ccccc23)cc1 | ? | ? | 26.6 | 3.8% | ? | -0.5% | -24.0% | -3.3% | ?
CCC(C)NC(=O)Cn1cnc2sc(C)cc2c1=O (stereo not given) | 12.6% | 4.0% | 7.7 | 1.5% | i | · | -12.9% | -1.6% | 2.1%
COc1ccc(C(=O)NC2CCCc3ccccc32)cc1Br (stereo not given) | 0.7% | -0.2% | -28.7 | 3.2% | i | ? | -33.7% | -15.6% | -4.7%
Cc1ccc2oc(C(=O)N(Cc3ccc(N(C)C)cc3)C3CCS(=O)(=O)C3)c(C)c2c1 (stereo not given) | -1.4% | -3.3% | -26.1 | 3.2% | ? | -10.7% | -20.4% | -13.3% | 7.9%

IL1B secr inh: what is marked active above.
SMILES,TGFb SMAD3 inh,IL1B secr inh,Nrf2 ARE act
NC(=O)C12CCCC(Br)(CCC1)C2,5.1%,-62.5*,2.5%

(cont.)
SMILES | MCF10A rereplic | TGFb SMAD3 inh | IL1B secr inh | Nrf2 ARE act | S2 tox | Nrf2 inh | HepG2 viability | A549 tox | ATXN2 expr inh
COc1cc(-c2c(-c3ccsc3)sc3ccccc23)cc(OC)c1OC | ? | -6.9% | 13.3 | 4.5% | i | 7.8% | -10.4% | 0.7% | 4.4%
Cc1ccc(C)c(N(CC(=O)NC(C)(C)C)C(=O)CNC(=O)c2cccs2)c1 | 4.6% | -0.9% | 4.1 | -0.1% | i | -0.9% | 2.4% | 0.3% | -9.8%
CC(OC(=O)c1nc(-c2ccccc2)n(-c2ccccc2)n1)C(=O)Nc1cc(Cl)cc(Cl)c1 (stereo not given) | 2.9% | ? | -6.9 | 0.0% | i | 1.3% | -3.8% | 10.9% | -10.8%
O=C1NC[C@@H](CCCCN2C[C@H](Cc3ccc(O)cc3)N(CC3CCCCC3)C(=O)C2=O)N(CCc2ccccc2)C1=O | · | · | -16.8 | 0.4% | i | · | · | · | 12.0%
O=C(CC1C(=O)NCCN1CC1CCCCC1)NC1(c2ccccc2)CC1 (stereo not given) | 7.7% | -2.4% | -11.8 | 3.0% | i | ? | -8.1% | 8.4% | -4.6%
CC1CN(C(=O)c2cccc(S(=O)(=O)Nc3cc(Cl)ccc3Cl)c2)CC(C)O1 (stereo not given) | -9.3% | 6.1% | 0.0 | -0.5% | i | -13.3% | 9.1% | -3.2% | -19.9%
COc1ccc(C(=O)/C=C/c2ccc(OC)c(O)c2)c(F)c1 | ? | ? | -103.9* | ? | ? | 2.9% | -49.8% | -10.9% | -20.0%
CCOC(=O)CNC(=O)N1CCc2ccc(NC(=O)c3ccccc3OC)cc2C1 | ? | -8.6% | -1.5 | -1.0% | i | -13.3% | 2.3% | 3.7% | -7.9%
O=C1NC(c2ccc(Cl)cc2Cl)Oc2ccccc21 (stereo not given) | 2.2% | -8.7% | -15.7 | -0.2% | i | -16.9% | -28.6% | 0.3% | -7.8%
CC(C)OC(=O)Cn1nnc(-c2ccccc2)n1 | 1.2% | -0.6% | -19.0 | -0.6% | i | 2.6% | -19.0% | -2.7% | 5.8%
CCN(C(=O)c1ccc(Br)cc1)c1ccccc1 | -0.1% | -5.3% | -9.8 | -0.2% | i | -12.2% | -36.5% | 2.0% | -6.3%
c1csc(-c2csc(-c3cccs3)n2)c1 | 1.4% | -7.5% | -8.1 | ? | i | ? | -1.8% | 9.1% | 111.7%[activator]
CC/C(O)=C1\C(=O)CC(c2ccccc2)CC1=NC(C)C (stereo not given) | -1.6% | 0.0% | 1.6 | -0.2% | i | -2.4% | 6.8% | -4.4% | -0.8%
CCc1ccc(NC(=O)c2cc(S(=O)(=O)NC3CCCCCC3)ccc2F)cc1 | · | ? | · | -0.2% | ? | · | -34.2% | ? | ?
Cc1nn(Cc2ccccc2)c(Cl)c1C(=O)NCc1ccco1 | -1.5% | -5.7% | -1.2 | -0.4% | i | -22.1% | -0.2% | -0.7% | -25.9%
COc1ccc(NC(=O)Nc2ccc3c(c2)C(=O)N([C@@H](C)CO)C[C@@H](C)[C@@H](CN(C)CC2CCCCC2)O3)cc1 | ? | ? | -1.7 | 5.7% | i | 9.1% | -18.4% | 0.3% | 9.2%
CCOC(=O)c1c(C=O)c(C)n(Cc2ccccc2Cl)c1C | ? | -11.2% | -27.3 | 0.2% | i | ? | -10.6% | 3.0% | -7.6%
O=C(COc1ccc(Br)cc1)NCc1ccccn1 | 2.9% | 9.7% | -2.3 | 2.7% | i | 5.0% | -15.3% | 3.9% | 5.9%
O=C1c2cccc3c(O)ccc(c23)C(=O)N1c1ccc(Cl)cc1 | ? | 103.4%[activator] | 45.4 | -1.2% | · | ? | -2.3% | 3.0% | 49.9%[activator]

Sorted by number of heavy atoms (falling): part of the list above
SMILES | MCF10A rereplic | TGFb SMAD3 inh | IL1B secr inh | Nrf2 ARE act | S2 tox | Nrf2 inh | HepG2 viability | A549 tox | ATXN2 expr inh
COc1ccc(NC(=O)Nc2ccc3c(c2)C(=O)N([C@@H](C)CO)C[C@@H](C)[C@@H](CN(C)CC2CCCCC2)O3)cc1 | ? | ? | -1.7 | 5.7% | i | 9.1% | -18.4% | 0.3% | 9.2%
Cc1nn(Cc2ccccc2)c(Cl)c1C(=O)NCc1ccco1 | -1.5% | -5.7% | -1.2 | -0.4% | i | -22.1% | -0.2% | -0.7% | -25.9%
c1csc(-c2csc(-c3cccs3)n2)c1 | 1.4% | -7.5% | -8.1 | ? | i | ? | -1.8% | 9.1% | 111.7%[activator]
